hcDAF-12 act = activators of H. contortus DAF-12 nuclear receptor; AID 652067; activation, % at 6.8 µM; HEK293 hcDAF-12 lit1-tk-luc reporter, luminescence; 0% DMSO, 100% Δ7-dafachronic acid; 370,000 compounds, 1.4% hits;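 active means activation above the mean of all tested compounds plus 3 SD, cut at about 5.5% in these data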;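 further: 100% = response to 3 µM Δ7-dafachronic acid high control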
SMARCA2 act = SMARCA2 function activation, primary screen; MG213 cells, MMTV-luciferase reporter, dexamethasone, overnight; activation, % at 9.1 µM; 370,000 compounds, 1% hits; AID 652017; in the data active means activation above about 7.8%;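 further: 0% = vehicle wells and 100% = reference activator wells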
DAX1 inh-1 = DAX1 (NR0B1) inhibition, primary screen; HEK293T StAR-luciferase reporter, SF-1/DAX-1 repression relief; inhibition, % at 6.8 µM; 370,000 compounds, 1.1% hits; AID 652010;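 active means inhibition above the mean over all tested compounds plus 3 SD, cut at about 3.6% in these data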;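 further: 0% = DAX-1 cells with DMSO and 100% = cells lacking DAX-1 with DMSO; higher inhibition means more luminescence from relief of DAX-1 repression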
HGIII-sPLA2 inh = Blocks human group III sPLA2 activity | inhibition, % at 12.2 µM | 370,000 compounds, 0.56% hits | QFRET BODIPY PC-A2 liposome hydrolysis, fluorescence | Q9NZ20;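 active means inhibition above mean plus 3 SD of compounds lying within the high and low control bounds, cut at about 19% in these data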;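 further: 0% = median of test compound wells and 100% = no enzyme DMSO wells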
DAX1 inh-2 = inhibits human nuclear receptor DAX1. inhibition, % at 6.75 µM. 340,000 compounds, 0.99% hits. HEK293 Gal4-DAX1 luciferase reporter, luminescence. AID 504766;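 active means inhibition above the mean over all tested compounds plus 3 SD, cut at about 4.2% in these data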;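 further: 0% = DAX1-transfected cells with DMSO and 100% = empty-vector control cells with DMSO; inhibition shows as a rise in luminescence from relieved DAX1 repression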
Target sequence (P51843 207-470 limits assumed): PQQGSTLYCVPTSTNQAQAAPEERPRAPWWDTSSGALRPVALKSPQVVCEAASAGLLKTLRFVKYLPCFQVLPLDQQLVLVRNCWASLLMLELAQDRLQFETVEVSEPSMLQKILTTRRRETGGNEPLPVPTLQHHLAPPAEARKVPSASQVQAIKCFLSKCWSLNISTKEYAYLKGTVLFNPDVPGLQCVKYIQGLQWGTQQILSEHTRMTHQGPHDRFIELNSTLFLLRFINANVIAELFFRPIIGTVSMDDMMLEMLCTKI
ssDAF-12 act = S. stercoralis DAF-12 activation, primary screen; HEK293 ssDAF-12/GRIP1 lit1-tk-luc reporter, luminescence; % of 3 µM dafachronic acid response; 370,000 compounds, 1% hits; AID 652126; activation, % at 6.8 µM;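 active means activation above the mean over all tested compounds plus 3 SD, cut at about 0.9% in these data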;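 further: 0% = DMSO-only wells and 100% = 3 µM delta7-dafachronic acid wells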
GAA850 FXN act = increases GAA850 frataxin promoter reporter activity | HEK293 lucGAA850 FXN promoter luciferase reporter, 24 h; percent of 10 µM SAHA response | activation, % at 6 µM | 360,000 compounds, 0.56% hits;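 active means activation above the average of all compounds screened plus 3 SD, cutoff fixed separately per campaign, cut at about 7.5% in these data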;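 further: 0% = DMSO wells and 100% = 10 µM SAHA wells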
PLCb3 inh = inhibitors of human phospholipase C beta3. Q01970. Purified PLC-beta3, fluorogenic substrate, fluorescence. inhibition, % at 12.2 µM. 370,000 compounds, 0.18% hits; in the data active means inhibition above about 11%;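 further: 0% = median of compound wells on plate and 100% = full blocker control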
NR1D1 modulator = Rev-erb alpha (human) modulation; P20393; Rev-erbα–FITC-DNA binding, fluorescence polarization, 90 min; activity, % at 10 µM; 370,000 compounds, 0.79% hits; AID 1259318;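 active means activity above about 14%, limit read from the data; passing the limit was not always enough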;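 further: 0% = DMSO wells with 35 nM protein and 100% = DMSO wells with 750 nM protein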
Target sequence (P20393 whole entry, looked up): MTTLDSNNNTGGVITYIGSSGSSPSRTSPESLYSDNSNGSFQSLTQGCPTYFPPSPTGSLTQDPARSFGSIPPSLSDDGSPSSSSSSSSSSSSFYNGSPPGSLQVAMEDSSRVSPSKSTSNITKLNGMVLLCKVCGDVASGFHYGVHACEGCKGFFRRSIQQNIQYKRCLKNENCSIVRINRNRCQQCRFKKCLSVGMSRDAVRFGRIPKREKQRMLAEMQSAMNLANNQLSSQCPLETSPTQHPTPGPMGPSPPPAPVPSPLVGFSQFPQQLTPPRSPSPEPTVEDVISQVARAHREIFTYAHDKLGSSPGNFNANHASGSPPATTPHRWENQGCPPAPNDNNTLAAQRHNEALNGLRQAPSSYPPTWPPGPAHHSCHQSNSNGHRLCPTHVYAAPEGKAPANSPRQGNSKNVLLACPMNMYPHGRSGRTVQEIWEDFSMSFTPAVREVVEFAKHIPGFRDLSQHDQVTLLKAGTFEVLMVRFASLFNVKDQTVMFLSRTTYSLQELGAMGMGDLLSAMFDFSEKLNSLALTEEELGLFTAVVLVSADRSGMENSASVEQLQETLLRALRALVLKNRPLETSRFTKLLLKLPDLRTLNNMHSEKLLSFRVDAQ
hgDAF-12 ag = activates the H. glycines DAF-12 receptor ligand-binding domain; HEK293 GAL4-hgDAF12 UAS-luciferase reporter, agonist luminescence; normalized to butyrate control; activation, % at 6.8 µM; 370,000 compounds, 1.8% hits; AID 687014;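 active means activation above a cutoff set at the mean of all screened compounds plus 3 SD, cut at about 10% in these data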;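 further: 0% = DMSO wells and 100% = sodium butyrate wells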
PG9 Ab binder = PG9 antibody binding by small molecule | TR-FRET gp120-PG9 antibody binding | inhibition, % at 6.7 µM | 360,000 compounds, 0.43% hits | AID 624416; in the data active means inhibition above about 8.5%
Starred values were filed as active, the others as inactive; i = inactive; nt = no result given. Rows were taken by chance (roughly 7% active in at least one column).

SMILES	hcDAF-12 act	SMARCA2 act	DAX1 inh-1	HGIII-sPLA2 inh	DAX1 inh-2	ssDAF-12 act	GAA850 FXN act	PLCb3 inh	NR1D1 modulator	hgDAF-12 ag	PG9 Ab binder
CCOC(=O)c1sc(=S)n(C)c1C	-1.0	-3	0.0	2	-2.1	-0.8	-1.1	4	5	0.4	-1.4
CCCS(=O)(=O)NC(=O)C1(C)CCCN(C(=O)c2c(F)cccc2F)C1 (stereo not drawn)	2.0	1	-1.2	12	nt	-0.9	2.2	-9	4	-0.6	0.3
CCOC(=O)C1CCN(C(=O)CN(c2cc(Cl)ccc2OC)S(=O)(=O)c2ccccc2)CC1	-0.2	-2	-2.2	-11	0.8	-0.9	1.3	-9	-4	0.4	2.8
CCc1nc2c(OCc3ccc(C(=O)OC)cc3)cccn2c1N(C)C(=O)CC(C)C	-2.0	-1	-0.3	5	nt	-1.2	-1.1	-2	13	-3.1	0.9
CCCNS(=O)(=O)c1cccc2cccnc12	0.4	-2	-0.6	4	-1.6	-0.7	3.0	5	3	0.4	-0.1
Nc1ccc(Oc2cccc(Oc3ccc(N)cc3)c2)cc1	-9.5	-8	-3.4	-4	-5.0	-4.0	-15	0	6	-20	-2.1
COCc1[nH][nH]c(=O)c1C=NCC(=O)OC	-0.3	-1	-0.7	5	0.3	-0.9	3.1	-2	5	0.0	2.7
O=C(CN1CCN(Cc2ccccc2)CC1)NC(=O)NC1CCCCC1	-0.6	-1	-0.5	3	-0.8	-1.2	-0.3	0	5	2.6	-0.9
O=[N+]([O-])c1cc2c(c(CSc3nnc(Nc4ccccc4)s3)c1)OCOC2	-0.9	0	-0.8	-2	1.2	-1.3	-1.1	2	-1	-1.0	-0.7
Cc1cc(N(C)C(=O)c2ccc3c(c2)S(=O)(=O)c2cc(Cl)ccc2C3=O)c(C(F)(F)F)o1	3.9	1	-0.1	2	-0.1	-1.2	-1.3	0	20*	-1.2	-2.8
COc1ccc(NC(=O)O/N=C/c2ccncc2)cc1	0.9	2	0.7	0	4.6*	-1.2	5.2	-6	-7	7.1	0.9
COc1ccc(/C=N/NC(=O)c2cc(-c3cccnc3)nc3ccccc23)c(OC)c1	-2.1	-3	0.4	0	-0.2	-1.7	0.2	-9	-6	1.9	0.0
CCC(C)N1CC(O)=C(c2nc3ccccc3[nH]2)C1=N (stereo not drawn)	3.0	0	1.6	14	0.2	-1.6	0.6	-3	5	5.5	-4.1
O=C(COC(=O)CCC1CCCC1)Nc1ccc(Cl)cc1F	-3.2	-1	-0.5	-3	-0.4	-0.3	-1.2	-1	-1	-1.9	-0.7
O=S(=O)(Nc1ccccc1Cl)c1cccc2nsnc12	2.1	-3	-0.1	-5	2.6	-1.1	2.8	-12	-8	-1.4	0.2
NC(=O)/C(=C/c1ccco1)NC(=O)/C=C/c1ccccc1	0.9	4	0.2	9	1.1	-0.8	2.7	-12	0	-1.0	-2.9
Cn1cc(SCC(=O)NC2CCCC2)c2ccccc21	-0.3	-1	-0.7	0	-0.2	-0.7	-0.3	-5	1	-0.2	-2.2
CCCn1c(SCC(=O)N2CCc3ccccc3C2)nc(O)cc1=O	-0.5	-1	1.5	7	-0.1	-0.5	-0.1	-2	5	1.0	0.3
O=C(C1CCN(S(=O)(=O)c2cnc[nH]2)CC1)N1CCc2ccccc2C1	-1.4	6	-0.3	-4	-0.9	-0.8	0.0	1	-1	-0.1	-1.6
Cc1cc(NC(=O)CCN2CCN(C)CC2)ccc1Br	-2.1	-1	-0.5	-3	1.0	-1.3	2.0	-2	-2	2.4	-0.9
COc1ccc(Cl)cc1NC(=O)CCN1C(=O)C2CC=CCC2C1=O (stereo not drawn)	2.1	-2	1.7	8	0.4	-0.2	1.0	-2	-5	0.0	-0.9
CCOc1ccc(-c2noc(-c3cccnc3)n2)cc1OC	-0.5	0	0.6	9	-1.5	-1.4	5.5	0	-4	6.7	1.0
C[C@@H]1CN([C@H](C)CO)C(=O)CCCn2cc(nn2)CO[C@H]1CN(C)C(=O)Nc1cccc(F)c1	3.3	-2	0.7	9	0.3	-1.2	0.1	1	0	0.1	-3.2
COc1cc(NCCC(=O)c2cccs2)c(OC)cc1Cl	2.6	-3	0.4	5	0.1	-0.8	1.3	2	3	4.2	-1.6
O=C(CCc1ccccc1)Nc1cccnc1	-1.0	-2	0.4	2	0.5	-1.1	4.1	2	4	4.0	-1.8

Next part; it opens with the 2 that closed the last part.
SMILES	hcDAF-12 act	SMARCA2 act	DAX1 inh-1	HGIII-sPLA2 inh	DAX1 inh-2	ssDAF-12 act	GAA850 FXN act	PLCb3 inh	NR1D1 modulator	hgDAF-12 ag	PG9 Ab binder
COc1cc(NCCC(=O)c2cccs2)c(OC)cc1Cl	2.6	-3	0.4	5	0.1	-0.8	1.3	2	3	4.2	-1.6
O=C(CCc1ccccc1)Nc1cccnc1	-1.0	-2	0.4	2	0.5	-1.1	4.1	2	4	4.0	-1.8
CCOC(=O)c1c(C)[nH]c(C)c1C(=O)COC(=O)Cc1ccc(OC)c(OC)c1	2.3	-1	-1.3	5	-0.5	-0.7	0.9	-3	4	-1.8	-1.6
CC(C)C(=O)Nc1nnc(SCC(=O)NC2CC2)s1	-2.7	0	0.5	-1	-1.1	-0.7	2.3	0	-1	-0.5	0.9
O=C(C[C@@H]1C[C@@H]2c3cc(NC(=O)C4CCC4)ccc3O[C@@H]2[C@@H](CO)O1)NCc1ccc(Cl)cc1	-2.5	-4	-0.9	7	-0.7	-1.1	0.7	0	-5	0.5	-1.6
COc1ccc(-c2cc(C(=O)N(C)Cc3ccccc3)c3ccccc3n2)cc1	-3.4	1	-0.4	-8	-1.8	-2.2	2.4	i	-1	-1.6	-1.4
CCc1noc(C)c1C(=O)NNC(=O)COc1cc(C)ccc1C	-0.4	-1	0.9	3	0.4	-1.1	-0.2	-4	4	1.9	0.2
Cc1cccc(NS(=O)(=O)c2cccc(C(=O)NCCCN3CCCC3=O)c2)c1	-1.7	-1	-0.9	-4	0.7	-1.5	0.7	3	-1	0.3	-1.3
CCOC(=O)/C(C#N)=C(\O)c1ccc(NC(=O)c2ccc([N+](=O)[O-])cc2)cc1	2.1	-3	0.3	-9	nt	-1.4	0.3	-6	8	1.6	0.0
CC1=C(C)CC(C(=O)c2ccc(C)cc2)C(C(=O)O)C1 (stereo not drawn)	-1.9	-2	-0.2	6	-1.3	-1.0	3.3	-4	-4	-3.5	0.4
CC(=O)N1CCC(N(CCN2CCOCC2)C(=S)Nc2ccc(C)c(C)c2)CC1	-1.9	-4	0.5	7	-0.5	-1.5	1.4	-6	0	-2.7	0.7
CN(C)CCNC(=O)CNC(=S)N(CCCN1CCOCC1)Cc1cccs1	0.1	-1	0.8	3	-0.4	-0.7	0.6	-4	-5	0.3	-1.1
Cc1ccc(C(=O)c2c(NC(=O)c3ccccc3C)sc(C)c2C)cc1	-1.4	2	-0.6	5	0.2	0.1	-0.1	5	11	0.5	-1.2
CC1=C(C(=O)Nc2ccccn2)C(c2ccc(N(C)C)cc2)n2ncnc2N1 (stereo not drawn)	4.3	8.1*	1.8	13	0.3	0.2	2.9	-24	1	11*	0.3
CN(CC(=O)Nc1cccc(F)c1)C(=O)c1ccc(OCc2cn3ccccc3n2)cc1	0.7	1	-0.7	-4	0.7	0.0	2.1	-6	-12	2.7	-0.8
CCn1cc[n+](C)c1P(c1ccccc1)c1ccccc1	-0.2	-6	-0.8	0	0.4	-0.7	1.6	4	-1	1.0	-5.2
Nc1c(C(=O)CSc2nnc(Cc3ccccc3)o2)c(=O)[nH]c(=O)n1C1CC1	-0.8	-1	-0.7	9	-0.9	-0.4	1.4	-7	0	0.8	-1.2

Only GAA850 FXN act (5 entries from above):
SMILES,GAA850 FXN act
CCc1noc(C)c1C(=O)NNC(=O)COc1cc(C)ccc1C,-0.2
Cc1cccc(NS(=O)(=O)c2cccc(C(=O)NCCCN3CCCC3=O)c2)c1,0.7
CCOC(=O)/C(C#N)=C(\O)c1ccc(NC(=O)c2ccc([N+](=O)[O-])cc2)cc1,0.3
CC1=C(C)CC(C(=O)c2ccc(C)cc2)C(C(=O)O)C1 (stereo not drawn),3.3
CC(=O)N1CCC(N(CCN2CCOCC2)C(=S)Nc2ccc(C)c(C)c2)CC1,1.4

Single values from the entries so far.
`CC(=O)N1CCC(N(CCN2CCOCC2)C(=S)Nc2ccc(C)c(C)c2)CC1` | DAX1 inh-2 = -0.5
`CN(CC(=O)Nc1cccc(F)c1)C(=O)c1ccc(OCc2cn3ccccc3n2)cc1` | HGIII-sPLA2 inh = -4
`Cc1cccc(NS(=O)(=O)c2cccc(C(=O)NCCCN3CCCC3=O)c2)c1` | PLCb3 inh = 3
`COc1ccc(-c2cc(C(=O)N(C)Cc3ccccc3)c3ccccc3n2)cc1` | DAX1 inh-1 = -0.4
`CC(C)C(=O)Nc1nnc(SCC(=O)NC2CC2)s1` | PLCb3 inh = 0
`CC1=C(C(=O)Nc2ccccn2)C(c2ccc(N(C)C)cc2)n2ncnc2N1` (stereo not drawn) | DAX1 inh-1 = 1.8
`Cc1ccc(C(=O)c2c(NC(=O)c3ccccc3C)sc(C)c2C)cc1` | HGIII-sPLA2 inh = 5

Screening data (PubChem)
